Screening data: PubChem BioAssay, several laboratories
S1P2 blocker: antagonists of human S1P2 receptor; AID 736; actives 0.21% (n = 97,000); O95136; cell-based S1P2 antagonist assay, inhibition at 5 uM; inhibition, % at 5 µM; in the data active = inhibition above about 45%;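 note: CRE beta-lactamase reporter cells expressing human S1P2 stimulated with S1P; 0% = agonist at EC80 alone and 100% = agonist plus reference antagonist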
Mac1 fbg inh: CD11b/CD18-fibrinogen binding inhibition; P05107+P11215; K562 CD11b/CD18 adhesion to fibrinogen, ATPlite luminescence; Mn2+ added to activate the integrin; inhibition, % at 10 µM; actives 0.54% (n = 93,000); AID 1497;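 active = primary inhibition of 50% or more at 10 µM, then 40% or more on retest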; note: some results filed as inactive read as strong as hits
Target sequence (P05107 whole entry, looked up, other chains not shown): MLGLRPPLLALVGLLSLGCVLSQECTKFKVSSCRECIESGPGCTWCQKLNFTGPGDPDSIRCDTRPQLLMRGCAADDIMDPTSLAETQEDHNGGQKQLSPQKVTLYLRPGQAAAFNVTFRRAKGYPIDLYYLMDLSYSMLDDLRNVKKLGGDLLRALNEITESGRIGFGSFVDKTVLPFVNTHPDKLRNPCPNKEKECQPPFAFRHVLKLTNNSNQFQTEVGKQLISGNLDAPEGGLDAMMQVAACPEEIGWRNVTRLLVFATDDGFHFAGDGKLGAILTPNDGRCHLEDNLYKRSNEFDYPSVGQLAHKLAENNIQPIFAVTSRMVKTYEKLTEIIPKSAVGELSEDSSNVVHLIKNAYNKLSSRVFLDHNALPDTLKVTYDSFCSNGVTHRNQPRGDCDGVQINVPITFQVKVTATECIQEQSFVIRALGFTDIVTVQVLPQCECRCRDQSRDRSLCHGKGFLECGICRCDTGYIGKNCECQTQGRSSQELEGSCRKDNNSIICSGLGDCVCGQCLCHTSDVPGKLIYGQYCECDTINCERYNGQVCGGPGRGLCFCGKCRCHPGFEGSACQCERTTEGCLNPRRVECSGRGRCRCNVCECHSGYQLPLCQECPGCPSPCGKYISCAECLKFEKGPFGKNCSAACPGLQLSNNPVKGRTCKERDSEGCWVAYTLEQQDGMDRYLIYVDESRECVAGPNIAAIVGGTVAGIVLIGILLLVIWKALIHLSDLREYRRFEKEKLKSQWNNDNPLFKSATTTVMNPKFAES
Ecoli WT expand: blocks growth of wild type E. coli BW25113; growth inhibition, % at 100 µM; AID 710; actives 0.15% (n = 98,000); OD600 absorbance;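 active = growth inhibition above about 50% at one test dose, limit read from the data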;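 note: growth measured after 20 h incubation at 37 °C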
sEH inhibitor: inhibitors of human soluble epoxide hydrolase; inhibition, % at 2 µM; recombinant human sEH enzymatic activity assay; actives 0.34% (n = 91,000); P34913; in the data active = inhibition above about 80%; note: values of inactives mirror those of a sister screen read the other way; many of its hits are not listed in these tables
sEH act: activators of human soluble epoxide hydrolase | actives 0.04% (n = 91,000) | P34913 | activation, % at 2 µM | purified human sEH enzymatic activity, activator screen; in the data active = activation above about 37%; note: values of inactives mirror those of a sister screen read the other way
PostGolgi ctrl: growth of the yeast control strain, post-Golgi counter-screen | efflux-deficient yeast background strain, growth absorbance A615, 16 h | inhibition, % at 10 µM | actives 5% (n = 98,000)
PLAP activator: activators of human placental alkaline phosphatase. P05187. purified PLAP enzyme, luminescent substrate read-out; hits give high values. activation fold at 20 µM. actives 1.2% (n = 96,000). AID 696; in the data active = activation fold above about 2
PostGolgi yeast: growth inhibition of a yeast mutant, post-Golgi transport screen; post-Golgi transport phenotypic cell assay; inhibition, % at 10 µM; actives 0.9% (n = 98,000); AID 739;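 note: yeast cells grown in 1536-well plates; yeast grown about 18 h at 30C before absorbance read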
S1P2 agonist: agonists of human S1P2 receptor; O95136; S1P2-expressing cell line, agonist reporter read-out; activation, % at 4.5 µM; actives 0.46% (n = 97,000); AID 729; in the data active = activation above about 16%;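 note: 0% = vehicle low control and 100% = maximal reference agonist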
Numbers without * were called inactive; . = not tested or not shown. Cut-off read from the data, not from the text of the source, unless noted: active = inhibition above about 30%; inactive = the rest.

SMILES	S1P2 blocker	Mac1 fbg inh	Ecoli WT expand	sEH inhibitor	sEH act	PostGolgi ctrl	PLAP activator	PostGolgi yeast	S1P2 agonist
O=C(Cn1c(=O)sc2ccccc21)NCCOc1ccccc1F	3	.	9	-10	13	0	.	8	-8
Cc1c(NC(=O)COc2ncnc3c(Cl)cc(Cl)cc23)c(=O)n(-c2ccccc2)n1C	.	-8	-3	.	.	3	1.1	-7	.
Cc1ccc(C)c(N2CCN(CC(=O)Nc3ccc([N+](=O)[O-])cc3C(=O)Nc3ccccc3F)CC2)c1	4	-2	-7	15	-16	38*	0.9	-5	1
COCCNC(=O)c1ccc2c(=O)n(Cc3ccco3)c(SCC(=O)NC3CCCC3)nc2c1	6	-26	-6	7	-5	12	2.2*	3	-1
CCOc1ccccc1C1CC(=O)NC2=C1C(=O)CCC2 (stereo not drawn)	22	12	1	-6	7	4	1.1	14	-10
Cc1cc(N2CCN(c3ccccn3)CC2)n2c(nc3ccccc32)c1C#N	15	-14	-5	-3	3	8	0.9	-3	-4
CN1CCc2nc(SCC(=O)Nc3cccc(F)c3)c(C#N)c(-c3cccs3)c2C1	3	.	-5	-6	9	2	1	-6	-3
CCc1nnc(NC(=O)c2ccc(S(=O)(=O)N3CCCCCC3)cc2)s1	-17	.	0	.	.	6	1.2	9	-5
CC1CC(C)CN(Cc2nc(N)nc(Nc3ccccc3)n2)C1 (stereo not drawn)	2	9	7	8	-9	-6	1	0	-6
CCNc1nc(SC(C)C(=O)Nc2ccccc2)nc(N2CCOCC2)n1 (stereo not drawn)	-34	7	-6	11	-11	1	1.1	-8	1
COc1ccc(-n2c(=O)cc(N3CCN(Cc4ccccc4)CC3)[nH]c2=O)cc1	26	.	-3	9	-9	8	.	1	-8
COc1ccc(OCC(O)COc2ccc(OC)cc2)cc1	.	3	7	.	.	-10	1.7	8	.
COc1ccc(NC(C)=O)cc1NC(=O)CSc1nc2ncccc2[nH]1	-10	0	1	-11	10	12	2.4*	1	-6
COc1ccc(C=O)cc1CSc1nnc(COc2cccc3cccnc23)o1	-32	.	.	4	-5	.	.	.	-3
CCS(=O)(=O)N1CCCC(C(=O)NCCN2CCC(Cc3ccccc3)CC2)C1 (stereo not drawn)	10	.	-4	-7	8	5	1.3	1	-6
COC(=O)Nc1ccc(OC)c(OC)c1	-4	1	2	-1	6	24	1.2	-8	-4
CS(=O)(=O)Nc1ccc(N2CCCCC2)c(Cl)c1	20	.	10	-5	3	-3	1.2	-4	-5
Cc1cccc(/N=C/c2c(O)[nH]c3ccccc23)n1	13	18	-4	5	-1	6	0.9	5	-2
N/C(COc1ccc(Cl)cc1Cl)=N\NS(=O)(=O)c1ccccc1	14	-1	1	6	-4	8	1.1	12	-3
Cc1cc(NC(=O)CCC(=O)N(CC(=O)NC2CCCC2)Cc2ccc(F)cc2)no1	2	.	1	-4	0	1	1.5	3	-2
CCCCn1c(=N)n(CC(O)COc2ccc(C)cc2)c2ccccc21 (stereo not drawn)	38	28	29	-18	22	3	1.8	4	-11
Cc1ccc(/C(N)=N/OC(=O)/C=C/c2ccccc2)cc1	-10	0	2	-4	3	7	1	-6	-4
O=C(CN1CCN(CC(=O)Nc2ccccc2Cl)CC1)Nc1ccc2c(c1)OCCO2	14	.	2	11	-11	-3	1.3	-1	-6
CCCCOC(=O)Nc1cc(C(=O)OC)ccc1C(=O)OC	.	3	-1	.	.	10	0.8	5	.
COc1ccc(OC)c(NC(=O)c2cc(-c3ccc(C)cc3O)n[nH]2)c1	-1	-1	-1	4	-1	2	1.2	-7	-7
Cc1cc(C)nc(N2CCCC(C(=O)Nc3nc4ccc(S(C)(=O)=O)cc4s3)C2)n1 (stereo not drawn)	9	-1	-8	3	-2	34*	1.5	-3	-6
Cc1noc(NS(=O)(=O)c2ccc(N/C=C/C(=O)c3ccc4c(c3)OCO4)cc2)c1C	-1	.	15	8	-8	-5	1	11	-5
Cc1cc(C)n(CC(O)CN(c2ccccc2)S(=O)(=O)c2ccccc2)n1 (stereo not drawn)	-10	.	0	-8	13	-6	1	-2	2
COc1cccc(NC(=O)CSc2nncn2N)c1	9	17	11	0	1	-8	1	3	0
CCOC(=O)N1CCN(c2cc(N3CCN(CC)CC3)c(F)cc2[N+](=O)[O-])CC1C (stereo not drawn)	3	-2	5	-10	12	-5	1.4	0	-7
O=Cc1cn(CC(=O)NCC2CCCO2)c2ccccc12 (stereo not drawn)	17	.	.	3	2	.	.	.	-4
CC1=NN(c2cccc(Cl)c2)C(=O)C12CC(C)=C(C)CS2 (stereo not drawn)	10	73	3	-4	1	12	0.6	3	-2
O=C(N/N=C/c1cc(Br)ccc1O)C(=O)Nc1ccccc1OC(F)(F)C(F)F	-8	.	6	5	-4	19	1.1	0	-6
COc1cc(NC(=O)COC(=O)[C@@H]2CCCN2S(=O)(=O)c2ccc(Cl)cc2)cc(OC)c1OC	-9	-8	4	-2	3	2	1.1	4	-6
CCc1cc(C(=O)OC)c(N2C(=O)C3C4C=CC(C4)C3C2=O)s1 (stereo not drawn)	-14	9	-1	0	6	8	1.1	4	-4
O=C(NCCOc1nc(N2CCCCC2)nc(N2CCOCC2)n1)Nc1ccccc1	-4	7	5	-4	2	-7	1.2	-7	3
CCCCC1CCC(c2nc(-c3ccccn3)no2)CC1 (stereo not drawn)	0	.	10	-2	4	38*	1.1	-6	-6
Cc1cc(Nc2cc(C)on2)n2ncnc2n1	.	8	8	.	.	-1	1	-1	.
C=CCn1c(NCCOC)nc2c1c(=O)n(C)c(=O)n2C	8	2	4	.	.	8	1	3	-3
c1ccc(CNc2ccc3ccccc3n2)nc1	.	15	6	.	.	3	0.9	-6	.

15 entries out of the list, arranged by molecular weight, lowest first:
SMILES	S1P2 blocker	Mac1 fbg inh	Ecoli WT expand	sEH inhibitor	sEH act	PostGolgi ctrl	PLAP activator	PostGolgi yeast	S1P2 agonist
Cc1cc(Nc2cc(C)on2)n2ncnc2n1	.	8	8	.	.	-1	1	-1	.
c1ccc(CNc2ccc3ccccc3n2)nc1	.	15	6	.	.	3	0.9	-6	.
Cc1ccc(/C(N)=N/OC(=O)/C=C/c2ccccc2)cc1	-10	0	2	-4	3	7	1	-6	-4
CCCCC1CCC(c2nc(-c3ccccn3)no2)CC1 (stereo not drawn)	0	.	10	-2	4	38*	1.1	-6	-6
C=CCn1c(NCCOC)nc2c1c(=O)n(C)c(=O)n2C	8	2	4	.	.	8	1	3	-3
CCCCOC(=O)Nc1cc(C(=O)OC)ccc1C(=O)OC	.	3	-1	.	.	10	0.8	5	.
CC1=NN(c2cccc(Cl)c2)C(=O)C12CC(C)=C(C)CS2 (stereo not drawn)	10	73	3	-4	1	12	0.6	3	-2
CCc1cc(C(=O)OC)c(N2C(=O)C3C4C=CC(C4)C3C2=O)s1 (stereo not drawn)	-14	9	-1	0	6	8	1.1	4	-4
CCCCn1c(=N)n(CC(O)COc2ccc(C)cc2)c2ccccc21 (stereo not drawn)	38	28	29	-18	22	3	1.8	4	-11
CCOC(=O)N1CCN(c2cc(N3CCN(CC)CC3)c(F)cc2[N+](=O)[O-])CC1C (stereo not drawn)	3	-2	5	-10	12	-5	1.4	0	-7
O=C(NCCOc1nc(N2CCCCC2)nc(N2CCOCC2)n1)Nc1ccccc1	-4	7	5	-4	2	-7	1.2	-7	3
Cc1noc(NS(=O)(=O)c2ccc(N/C=C/C(=O)c3ccc4c(c3)OCO4)cc2)c1C	-1	.	15	8	-8	-5	1	11	-5
Cc1cc(C)nc(N2CCCC(C(=O)Nc3nc4ccc(S(C)(=O)=O)cc4s3)C2)n1 (stereo not drawn)	9	-1	-8	3	-2	34*	1.5	-3	-6
O=C(N/N=C/c1cc(Br)ccc1O)C(=O)Nc1ccccc1OC(F)(F)C(F)F	-8	.	6	5	-4	19	1.1	0	-6
COc1cc(NC(=O)COC(=O)[C@@H]2CCCN2S(=O)(=O)c2ccc(Cl)cc2)cc(OC)c1OC	-9	-8	4	-2	3	2	1.1	4	-6

Further entries follow.
SMILES	S1P2 blocker	Mac1 fbg inh	Ecoli WT expand	sEH inhibitor	sEH act	PostGolgi ctrl	PLAP activator	PostGolgi yeast	S1P2 agonist
Clc1ccc(OCc2nc(-c3ccncc3)no2)c(Br)c1	.	22	19	.	.	79*	1.3	46*	.
Cc1cc2cc(CN(Cc3cccs3)Cc3nnnn3CC3CCCO3)c(=O)[nH]c2cc1C (stereo not drawn)	21	-9	-1	-10	11	38*	1.6	-1	-8
CCn1c(SCC(=O)Nc2nc(C)c(C)s2)nnc1-c1ccco1	4	9	-5	3	-3	4	0.9	8	-4
C/C(Cn1nc([N+](=O)[O-])cc1C)=N\NC(=O)c1cccc(Br)c1	-2	6	4	3	0	6	1.3	-2	-4
COCCNC(=O)C(OC(=O)CC1Sc2ccccc2NC1=O)c1ccccc1 (stereo not drawn)	-18	.	.	3	1	.	.	.	-2
COc1ccc(N(CC(=O)N2CCC(C)CC2)S(=O)(=O)c2c(C)nn(C)c2C)cc1	7	-16	8	-2	0	18	1.6	-1	-4
C=CCc1cc(C=O)cc(OC)c1OCc1ccc(Cl)cc1	-17	-10	13	-21	19	11	0.9	11	-3
COc1ccc(C(=O)C/C(=C\C(=O)c2ccc(C)cc2)c2ccccc2)cc1	0	.	-30	-5	5	4	1.1	-5	-8
Cc1cc(C)cc(N(CC(=O)N2CCn3c2nc2ccccc23)S(=O)(=O)c2c(C)noc2C)c1	-10	-2	1	4	-1	13	1.3	-6	0
CC(C)(C)C(=O)NCCCc1ccccc1	-5	.	2	7	-8	10	0.9	2	-1
CCC1=NN(C(=O)C(=O)NCCc2ccccc2)C(O)(C(F)(F)F)C1 (stereo not drawn)	-10	-13	-2	8	-10	-5	1.3	-1	-3
Cc1cc(C[n+]2ccccc2)c2nsnc2c1	-3	-7	4	-1	3	-1	0.8	19	1
O=[N+]([O-])c1ccc(Cl)c(/C=N/n2c(C3CCCCC3)n[nH]c2=S)c1	13	14	-20	-4	2	-11	1.5	-4	-6
O=C(/C=C/c1ccc([N+](=O)[O-])cc1)Nc1cccnc1	9	.	5	-10	7	6	0.9	-8	-10
COc1ccccc1NC(=O)C1(C)Cc2ccccc2C(=O)O1 (stereo not drawn)	.	-42	6	.	.	-2	1	4	.
CCN1C(=O)CC(c2ccco2)Sc2ccccc21 (stereo not drawn)	.	-10	9	.	.	26	1.1	-1	.
Cc1ccc(S(=O)(=O)Oc2ccccc2/C=N/NC(N)=S)cc1	-10	2	-12	4	-2	11	0.8	-2	2
Cc1cc(C(=O)OCC(=O)c2ccc3c(c2)NC(=O)CO3)c2ccccc2n1	-28	12	1	10	-12	12	1.2	-12	3
Cc1ccc(NCc2nc3ccccc3n2C)cc1	-8	-2	12	3	-1	34*	0.7	-1	-8
COC(=O)c1ccc(COC(=O)c2ccc(CS(=O)(=O)c3ccc(C)cc3)cc2)cc1	-9	-13	-17	-2	1	-1	0.9	-6	-4
CCS(=O)(=O)N1CCN(C2CCC(c3ccccc3)CC2)CC1 (stereo not drawn)	-6	3	1	5	-5	15	1.5	2	-5
CCOc1ccc(/C=N/NC(=O)Cc2csc(Nc3cccc(C(F)(F)F)c3)n2)cc1	-13	56	-10	1	2	30	1.6	-5	-12
Cc1ccc2c(c1)NC(=O)C(CC(=O)O)O2 (stereo not drawn)	7	-3	-4	-1	3	6	1	-2	-7
O=C(C[n+]1cccc(NC(=O)c2ccccc2)c1)c1ccc(NC(=O)c2ccccc2)cc1	-1	.	62*	6	-5	5	1.1	-17	-8
O=C(c1ccccc1C(=O)N1CCN(c2ccccc2)CC1)N1CCN(c2ccccc2)CC1	12	-31	2	3	-6	9	1.3	8	-2
